Source: PubChem
A3G deaminase: inhibitors of human APOBEC3G DNA deaminase; recombinant A3G, ssDNA deamination FAM/TAMRA fluorescence; Q9HC16; 0.28% of 330,000 active; inhibition, % at 20 µM;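 active = inhibition of at least 40% at 20 µM, with no more than 30% in the related APOBEC3A deaminase screen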;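 note: plate controls were DMSO wells with A3G for no effect and wells lacking A3G enzyme for full effect; some compounds called inactive have numbers as strong as hits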
hIAP act: increases human intestinal alkaline phosphatase activity | purified human IAP, CDP-Star luminescence, 30 min; active compounds read high; 1 = vehicle-only enzyme, 0 = enzyme-free background | activation factor at 10 µM | 0.16% of 330,000 active | AID 2524;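 active = activation factor of the enzyme at least 2-fold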; note: the source names both 10 and 20 µM as test concentration; values of inactives mirror those of a sister screen read the other way
Target sequence (P09923 whole entry, looked up): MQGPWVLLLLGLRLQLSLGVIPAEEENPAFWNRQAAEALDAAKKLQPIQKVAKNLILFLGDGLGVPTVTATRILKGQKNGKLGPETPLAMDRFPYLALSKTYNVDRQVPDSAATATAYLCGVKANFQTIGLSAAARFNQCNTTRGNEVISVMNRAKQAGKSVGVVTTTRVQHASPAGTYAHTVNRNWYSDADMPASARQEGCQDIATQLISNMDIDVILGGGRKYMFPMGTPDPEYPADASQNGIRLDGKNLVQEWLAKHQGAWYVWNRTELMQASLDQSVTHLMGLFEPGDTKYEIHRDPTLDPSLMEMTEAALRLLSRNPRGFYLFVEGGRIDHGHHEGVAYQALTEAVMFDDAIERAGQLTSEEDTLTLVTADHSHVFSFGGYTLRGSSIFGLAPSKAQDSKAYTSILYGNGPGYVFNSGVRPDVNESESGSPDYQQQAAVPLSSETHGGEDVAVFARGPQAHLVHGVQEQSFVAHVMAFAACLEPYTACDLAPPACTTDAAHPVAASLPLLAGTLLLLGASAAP
MIN6 prolif: MIN6 beta-cell proliferation induction; proliferation, % at 10 µM; MIN6 cells proliferation, ATPlite luminescence, 48 h; cells starved in 0.2% serum; 100% = growth in 10% serum; AID 2380; 0.29% of 330,000 active;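 active = compounds whose signal lies at least 3.5 SD above the mean of all wells on their plate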;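 note: 0% = DMSO-treated cells in low-serum medium and 100% = 10% serum control; some compounds called inactive have numbers as strong as hits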
MPTP block: permeability transition pore inhibition; isolated mouse mitochondria, Ca2+ swelling absorbance, 30 min; inhibition, % at 10 µM; 1.4% of 360,000 active; AID 602449;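 active = inhibition of 50% or more, scaled per plate between neutral and stimulator controls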;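 note: 0% = DMSO wells given calcium and 100% = 1 mM EGTA wells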
APOBEC3A inh: blocks human APOBEC3A ssDNA deamination. P31941. recombinant A3A, FAM/TAMRA ssDNA deamination fluorescence. 0.41% of 330,000 active. inhibition, % at 20 µM;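 active = at least 40% inhibition at 20 µM here, with at most 30% in a related deaminase screen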;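 note: plate controls were A3A with DMSO for no effect and wells lacking A3A enzyme for full effect; some results filed as inactive read as strong as hits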
Target sequence (P31941 whole entry, looked up): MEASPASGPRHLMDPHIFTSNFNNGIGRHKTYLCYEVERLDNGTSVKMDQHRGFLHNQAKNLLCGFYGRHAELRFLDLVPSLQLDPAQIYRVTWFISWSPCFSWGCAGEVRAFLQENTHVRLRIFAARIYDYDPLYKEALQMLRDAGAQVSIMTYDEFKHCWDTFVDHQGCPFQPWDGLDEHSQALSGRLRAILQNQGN
hIAP block: human IAP inhibition. P09923. purified IAP, CDP-Star luminescence, 30 min. inhibition, % at 10 µM. 0.12% of 330,000 active. AID 2544;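 active = inhibition reaching a set limit with compound at 10 µM in the primary screen, cut at about 35% in these data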;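 note: plate controls were DMSO wells with enzyme for no effect and no-enzyme buffer wells for full effect; values of inactives mirror those of a sister screen read the other way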
mIAP inh: blocks mouse intestinal alkaline phosphatase; inhibition, % at 10 µM; 0.2% of 330,000 active; AID 2806; purified mouse IAP, CDP-Star luminescence, 30 min;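 active = inhibition of at least 40% at 10 µM in the primary screen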;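 note: plate controls were DMSO with enzyme for no effect and no enzyme wells for full effect; values of inactives mirror those of a sister screen read the other way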
ATG4B inh: inhibitors of human ATG4B cysteine protease; ATG4B cleavage of LC3-PLA2, NBD-HPC fluorescence, 1 h; AID 504462; inhibition, % at 8.33 µM; Q9Y4P1; 0.51% of 340,000 active; in the data active = inhibition above about 40%
Target sequence (Q9Y4P1 whole entry, looked up): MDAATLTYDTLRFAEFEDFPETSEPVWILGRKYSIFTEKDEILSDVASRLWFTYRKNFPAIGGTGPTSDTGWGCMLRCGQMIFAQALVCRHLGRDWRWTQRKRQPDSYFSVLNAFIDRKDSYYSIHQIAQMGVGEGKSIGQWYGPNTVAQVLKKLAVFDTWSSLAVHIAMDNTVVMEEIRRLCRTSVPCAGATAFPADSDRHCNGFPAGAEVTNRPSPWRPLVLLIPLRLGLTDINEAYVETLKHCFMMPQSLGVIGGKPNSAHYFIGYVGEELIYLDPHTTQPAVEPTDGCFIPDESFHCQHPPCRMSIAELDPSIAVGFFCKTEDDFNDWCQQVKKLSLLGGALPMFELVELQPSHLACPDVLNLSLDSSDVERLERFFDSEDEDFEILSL
mIAP activ: mouse IAP activation. 0.24% of 330,000 active. muIAP, CDP-Star luminescence, 30 min; active compounds read high; 1 = vehicle-only enzyme signal, 0 = enzyme-free wells. AID 2805. activation factor at 10 µM;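 active = activation factor of at least 2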; note: the source names both 10 and 20 µM as test concentration; values of inactives mirror those of a sister screen read the other way
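Assay system: mouse IAP enzyme; reagent: chemiluminescent substrate CDP-Star; dosing: test compounds delivered from DMSO solution; schedule: 30 min at room temperature; measured by: luminescence from enzymatic CDP-Star hydrolysis; controls: DMSO-only wells and no-enzyme negative control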
Numbers without * were called inactive; . = no result given.

Structure	A3G deaminase	hIAP act	MIN6 prolif	MPTP block	APOBEC3A inh	hIAP block	mIAP inh	ATG4B inh	mIAP activ
Cc1ccc(-n2cc(CN3CCC(O)(c4ccccn4)CC3)c(-c3ccc(F)cc3)n2)cc1	-2	1	-5	45	1	-5	7	61*	0.93
Cc1cc(C(F)F)n2nc(C(=O)Nc3cccnc3Cl)nc2n1	-4	1.1	-2	-4.8	-5	-6	4	-6	0.95
CO/N=C/NC(=O)Cc1cn(-c2ncc(C(F)(F)F)cc2Cl)c2ccccc12	-5	0.95	-3	-1.1	7	5	3	-6	0.97
COc1ccc(OC)c(NC(=O)Cc2c(C(=O)O)n(C)c3ccccc23)c1	-7	1.1	4	0.6	-1	-8	-16	16	1.2
O=[N+]([O-])c1ccc(N2CCOCC2)cc1NC(c1ccccc1)c1ccccc1	-3	0.96	1	-1.4	1	4	11	9	0.89
CCN(CC)c1ccc(/C=N/n2nnnc2N)c(O)c1	-10	0.98	-2	1.5	-1	2	7	-5	0.93
COc1ccc(NC(=O)CCn2cccc2)cc1	-3	0.88	2	0.6	1	12	-2	3	1
Cc1nnc(NC(=O)C2CCN(S(=O)(=O)c3cc([N+](=O)[O-])ccc3Cl)CC2)o1	-1	1.1	-5	1.1	2	-13	3	-4	0.97
COc1ccc(/C=N/NC(=O)c2cc(Br)ccc2O)cc1Cn1cc(Cl)cn1	-6	1.3	-5	68*	2	-27	-2	24	1
Cc1noc(/C=C/c2cccnc2)c1[N+](=O)[O-]	3	0.96	-5	0.1	4	4	-15	1	1.1
COc1cc(C(=O)OCC(=O)NC(=O)NCc2ccccc2)ccc1OC(F)F	-4	1	3	0.1	0	0	-1	-10	1
CCNc1nc(NC(C)(C)C)nc(N2CCCCC2)n1	-3	0.95	-3	3.9	-1	4	2	0	0.98
CCOC(=O)[C@H]1[C@H]2COc3ccccc3[C@@H]2N2C(=O)c3cc(F)c(F)cc3NC(=O)[C@@]12C	-9	1.1	-1	-0.1	-3	-9	-6	-3	1.1
COc1cccc(C(=O)Nc2cccc(C(C)=O)c2)c1	-5	1.1	0	3.4	1	-6	2	-2	0.98
Cc1ccc(NC(=O)CSc2nccn2C)cc1S(=O)(=O)N1CCOCC1	-6	0.94	-1	-0.7	-2	6	4	-11	0.96
CCOc1cc(Br)c(C(=O)O)cc1OCC	-3	0.96	2	-0.4	4	4	-4	-1	1
COc1cccc(C(=O)Nc2cccc3ccccc23)c1OC	-1	1.1	-3	1.6	3	-13	0	-3	1
CC(C)Cn1c(=O)c2c(nc3n2CCS3)n(C)c1=O	-2	1.1	-3	2.3	3	-6	-5	-1	1.1
COc1ccc(CNC(=O)C[C@H]2C[C@H](C(=O)N(C(C)C)C(C)C)[C@@]3(C)c4[nH]c5cc(CCC(=O)N(C)C)ccc5c4CCN3C2=O)cc1OC	4	.	.	-1.4	3	.	-17	-13	1.2
COc1ccc(NC(=O)CN(C)C(=O)C2CSC3(C)CCC(=O)N23)cc1 (stereo not drawn)	-8	1.1	6	-0.5	-5	-7	1	1	0.99

(further entries)
Structure	A3G deaminase	hIAP act	MIN6 prolif	MPTP block	APOBEC3A inh	hIAP block	mIAP inh	ATG4B inh	mIAP activ
COc1ccc(Cl)cc1NC(=O)c1cc(-c2cc(C)ccc2O)n[nH]1	-4	1.8	-1	41	-6	-81	-31	-7	1.3
Cc1ccc(N(CC(O)CN2CCOCC2)S(=O)(=O)c2ccc([N+](=O)[O-])cc2)cc1 (stereo not drawn)	-10	1	1	-1.8	-5	-4	-2	-2	1
CC(C)CNC(=S)N1CCC(c2nc(-c3ccc(F)cc3)no2)CC1	-8	1.1	-6	95*	2	-11	-20	-1	1.2
Cc1ccc(N(C(=O)c2snc(C(N)=O)c2N)C(C(=O)NCC2CCCO2)c2ccc3ncccc3c2)cc1 (stereo not drawn)	-9	1	0	5.6	-3	-4	1	-5	0.99
O=S(=O)(c1ccc(Cl)cc1)N1CCC(n2cccc2)CC1	2	1.2	0	0.1	2	-17	-12	-1	1.1
COc1ccc(/C=N/N=C/c2c[nH]c(=O)c(C#N)c2Nc2ccccc2)cc1	-9	0.98	-1	4.9	-6	2	11	-5	0.89
CCOC(=O)C1(CCCc2ccccc2)CCN(C(=O)c2cncs2)CC1	-5	1	2	1.6	-10	-5	-8	-13	1.1
Cc1ccc(-c2ccc(=O)n(CCC(=O)NCc3ccccn3)n2)cc1	-6	1	-1	-2.1	-2	0	4	-11	0.96
CN(c1ccccc1)S(=O)(=O)c1ccc(Cl)c(C(=O)OCC(N)=O)c1	-7	0.95	0	1.9	-3	5	-1	-2	1
CCOC(=O)c1c(S(=O)(=O)NCCc2ccccc2)c(C)n(C)c1C	-3	0.97	12*	-0.3	-2	3	2	-11	0.98
CC(C)(C)CC(C)(C)NCC(=O)Nc1c2c(nc3ccccc13)CCC2	3	1	-1	-0.8	2	-2	13	-10	0.87
CC(=O)Nc1cnc(NC(=O)c2cccc(F)c2)cc1C	-5	1	-1	-3.4	-3	-3	-4	14	1
CSCC(=O)NC1CCCc2c1cnn2-c1ccc(C)c(C)c1 (stereo not drawn)	-3	1.1	-1	1.0	-3	-12	-2	0	1
COc1cccc(CCNC(=O)c2ccc(OC)c(OC3CCN(C(C)C)CC3)c2)c1	-5	1.2	0	0.2	-3	-17	4	11	0.96
O=c1cc(-c2ccccc2)oc2cc(O)cc(O)c12	-8	1.1	1	1.2	0	-8	8	7	0.92
O=C(O)Cn1nnc2ccccc21	16	0.98	-4	0.9	6	2	-7	0	1.1
COc1cc(NC(=O)C2CCN(S(=O)(=O)c3cccnc3)CC2)cc(OC)c1OC	-4	1.1	-2	-1.6	-2	-14	4	-3	0.96
CCc1ccc(NC(=O)C(=O)NCC2CCCN2S(=O)(=O)c2ccccc2)cc1 (stereo not drawn)	-8	0.99	-4	-0.5	1	1	8	-11	0.92
CCc1nnc(NC(=O)c2cc(Cl)ccn2)s1	2	1.2	1	-2.0	38	-21	6	-2	0.94
O=C(c1ccccc1NS(=O)(=O)c1ccc2c(c1)OCCO2)N1CCOCC1	-2	0.9	0	2.0	0	10	0	-8	1

The list goes on.
Structure	A3G deaminase	hIAP act	MIN6 prolif	MPTP block	APOBEC3A inh	hIAP block	mIAP inh	ATG4B inh	mIAP activ
Cc1cc([N+](=O)[O-])ccc1NC(=O)CSc1nccc(=O)[nH]1	-1	0.95	4	-0.9	1	5	-1	-13	1
Cc1cc(SCc2cccc(Cl)c2)nc(=O)[nH]1	-1	0.98	-2	0.4	0	2	-3	-4	1
O=C(Nc1cccc(F)c1)c1ccc(Br)o1	-8	1	-2	0.4	2	-5	-2	-9	1
Cc1ccc(C(=O)OC(C)C(=O)N(C)C2CCCCC2)cc1S(=O)(=O)N1CCCCC1 (stereo not drawn)	-7	0.93	2	-1.1	-3	7	-6	-2	1.1
CCCCCCCCS(=O)c1sc2nc3c(cc2c1N)CCCC3 (stereo not drawn)	-3	1	-5	0.8	0	0	17	25	0.83
CC(C)(C)C1CCC(=NNC(=O)c2ccc(Br)o2)CC1 (stereo not drawn)	-4	1.2	0	-0.4	-2	-17	0	0	1
COc1cccc(C(=O)CSc2nnc(CNc3nc(-c4ccccc4)cs3)n2C)c1	-2	1.2	-1	-1.8	-7	-21	2	-7	0.98
CCc1nn(CC(=O)NC(C)CCc2ccccc2)c(=O)c2cc3cc(F)ccc3n12 (stereo not drawn)	-2	2.2*	-4	0.1	-4	-120	-12	-10	1.1
CCn1c(CC(=O)Nc2ccccc2F)nnc1SCC(=O)Nc1nncs1	-11	0.89	-3	-0.8	-5	11	3	-8	0.97
O=C(CCCc1ccccc1)Nc1cccc2c1CCCC2	-6	0.78	0	-1.8	1	22	-7	15	1.1
CC(=O)Nc1cccc(NC(=O)CSc2ncc(C(=O)Nc3ccccc3)c(=O)n2C)c1	-12	1	-5	1.5	-5	-5	19	4	0.81
O=C(CNC(=O)c1ccc(Cl)cc1Cl)OC1CCCCC1=O (stereo not drawn)	-7	1.1	2	-1.3	-4	-6	-3	-5	1
Cc1ccc2nc(CSc3nc(C)ccc3C#N)[nH]c2c1	0	0.89	-5	-1.3	0	11	10	-20	0.9
CC1(C)Cc2cccc(C(=O)NCc3ccco3)c2O1	-4	0.91	-1	1.6	0	9	8	-1	0.92
CCN(CC)c1ccc(NC(=O)c2c(OC)cccc2OC)c(C)c1	-6	0.83	-2	-0.9	-1	17	11	-4	0.89
COc1cccc(C2CC(c3c(F)cccc3Cl)n3nc(N)nc3N2)c1 (stereo not drawn)	-10	0.78	1	0.1	2	22	1	-9	0.99
CCn1cc(S(=O)(=O)c2ccc(C)cc2)c(=O)c2cc(OC)ccc21	0	0.92	2	-1.1	1	8	-1	-3	1
CC(Oc1ccc(Cl)cc1)c1ccn[nH]1 (stereo not drawn)	5	1	0	-2.0	-2	-2	4	-9	0.96
COc1ccc(C(=O)Nn2c(SCC(=O)c3ccc(Cl)cc3)nc3ccccc3c2=O)cc1	-4	0.97	-4	4.8	2	3	-3	4	1
O=Cc1ccc(C(=O)OCC(=O)N2CCCC2)cc1	-5	1	0	-1.4	-3	-2	-2	-1	1

Some of these compounds in order of formula weight, largest number first.
Structure	A3G deaminase	hIAP act	MIN6 prolif	MPTP block	APOBEC3A inh	hIAP block	mIAP inh	ATG4B inh	mIAP activ
CCc1nn(CC(=O)NC(C)CCc2ccccc2)c(=O)c2cc3cc(F)ccc3n12 (stereo not drawn)	-2	2.2*	-4	0.1	-4	-120	-12	-10	1.1
O=C(c1ccccc1NS(=O)(=O)c1ccc2c(c1)OCCO2)N1CCOCC1	-2	0.9	0	2.0	0	10	0	-8	1
CCN(CC)c1ccc(NC(=O)c2c(OC)cccc2OC)c(C)c1	-6	0.83	-2	-0.9	-1	17	11	-4	0.89

Later entries:
Structure	A3G deaminase	hIAP act	MIN6 prolif	MPTP block	APOBEC3A inh	hIAP block	mIAP inh	ATG4B inh	mIAP activ
COc1ccc2c(c1)OC[C@H]1[C@@H]2N2C(=O)CNC(=O)[C@@]2(C)[C@H]1c1ccccc1	-6	0.85	2	-1.2	4	15	5	-11	0.95
COc1ccc(-c2cc(C(F)(F)F)n3ncc(C(=O)O)c3n2)cc1OC	-4	1.1	0	2.8	-3	-13	-6	-2	1.1
COc1ccc(OCCC(=O)N2CCCCC2)cc1	-4	1.3	-1	-0.6	0	-27	5	7	0.95
Cc1cc(-n2nc(C)cc2C)n2nc(C)c(-c3ccc(Cl)cc3)c2n1	-4	0.95	-1	1.8	1	5	1	3	0.99
COC(=O)c1cc(NC(=O)c2nn(C)c(=O)c3ccccc23)cc(C(=O)OC)c1	-8	1	0	-1.4	-3	0	-12	-1	1.1
CCOc1ccc(CNC(=O)c2ccc(Sc3ccc(Cl)cc3)c(NC(C)=O)c2)cc1OC	2	1.1	-2	8.1	4	-7	-5	-9	1
COc1ccccc1OCCNC(=O)C1CC(=O)N(c2ccc3c(c2)OCCO3)C1 (stereo not drawn)	-12	1.1	5	-2.5	-3	-9	2	-5	0.98
OCCNc1nc(-c2ccccc2)c2cc(Cl)ccc2n1	-6	1.1	2	-0.9	0	-6	-5	-6	1
O=C(NC1CCN(Cc2ccccc2)CC1)c1c(Cl)cccc1Cl	-6	1.1	1	-0.5	1	-14	-7	1	1.1
Cc1ccc2c(c1)CN1CN2Cc2cc(C)ccc21	-2	1.1	-3	-0.7	-1	-10	0	3	1
CCOc1ccc(C2=CSC3=NCCN23)cc1Cl	-1	1	-5	1.4	-8	-1	5	-4	0.95
CCCCN(CCCC)S(=O)(=O)c1ccc(NC(=O)c2cccs2)cc1	-7	0.95	-6	86*	-2	5	-6	18	1.1
CCOc1ccc2nc(NCCNC(=O)C(C)C)c(C)cc2c1	-5	1	0	-1.1	-6	-3	-7	-7	1.1
Cn1c(SCC(=O)c2ccc(F)cc2)nnc1-c1cccnc1	-6	0.89	0	1.0	-5	11	2	-1	0.97

No enrichment for hits. About 3.3% of those tested had a hit in this group.
